Source: PubChem
GDH-TPI inh – GDH-TPI coupling enzyme inhibitors, primary screen, artefact control for M. tuberculosis FBA inhibitor project, biochemical, absorbance, full deck. GDH-TPI coupled enzyme counterscreen, NADH absorbance. 360,000 compounds, 1.2% hits. AID 588335, 2011. inhibition, % at 4.8 µM; in the data active = inhibition above about 30%;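 also: 0% = DMSO wells and 100% = wells lacking the enzyme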
Mtb BioA inh – M. tuberculosis BioA enzyme inhibitors, primary screen, biochemical, plate reader, single point, HTS. 7,8-diaminopelargonic acid synthase BioA (Mycobacterium tuberculosis). purified M. tuberculosis BioA enzyme. inhibition, % at 9.99 µM. 360,000 compounds, 0.096% hits; in the data active = inhibition above about 40%
TcdB inh – TcdB glycohydrolase inhibitors, primary screen, biochemical, single point, plate reader; Toxin B (Clostridioides difficile), P18177; TcdB glycohydrolase enzymatic assay; inhibition, % at 9.99 µM; 350,000 compounds, 0.24% hits; in the data active = inhibition above about 10%
Target sequence (P18177 whole entry, looked up): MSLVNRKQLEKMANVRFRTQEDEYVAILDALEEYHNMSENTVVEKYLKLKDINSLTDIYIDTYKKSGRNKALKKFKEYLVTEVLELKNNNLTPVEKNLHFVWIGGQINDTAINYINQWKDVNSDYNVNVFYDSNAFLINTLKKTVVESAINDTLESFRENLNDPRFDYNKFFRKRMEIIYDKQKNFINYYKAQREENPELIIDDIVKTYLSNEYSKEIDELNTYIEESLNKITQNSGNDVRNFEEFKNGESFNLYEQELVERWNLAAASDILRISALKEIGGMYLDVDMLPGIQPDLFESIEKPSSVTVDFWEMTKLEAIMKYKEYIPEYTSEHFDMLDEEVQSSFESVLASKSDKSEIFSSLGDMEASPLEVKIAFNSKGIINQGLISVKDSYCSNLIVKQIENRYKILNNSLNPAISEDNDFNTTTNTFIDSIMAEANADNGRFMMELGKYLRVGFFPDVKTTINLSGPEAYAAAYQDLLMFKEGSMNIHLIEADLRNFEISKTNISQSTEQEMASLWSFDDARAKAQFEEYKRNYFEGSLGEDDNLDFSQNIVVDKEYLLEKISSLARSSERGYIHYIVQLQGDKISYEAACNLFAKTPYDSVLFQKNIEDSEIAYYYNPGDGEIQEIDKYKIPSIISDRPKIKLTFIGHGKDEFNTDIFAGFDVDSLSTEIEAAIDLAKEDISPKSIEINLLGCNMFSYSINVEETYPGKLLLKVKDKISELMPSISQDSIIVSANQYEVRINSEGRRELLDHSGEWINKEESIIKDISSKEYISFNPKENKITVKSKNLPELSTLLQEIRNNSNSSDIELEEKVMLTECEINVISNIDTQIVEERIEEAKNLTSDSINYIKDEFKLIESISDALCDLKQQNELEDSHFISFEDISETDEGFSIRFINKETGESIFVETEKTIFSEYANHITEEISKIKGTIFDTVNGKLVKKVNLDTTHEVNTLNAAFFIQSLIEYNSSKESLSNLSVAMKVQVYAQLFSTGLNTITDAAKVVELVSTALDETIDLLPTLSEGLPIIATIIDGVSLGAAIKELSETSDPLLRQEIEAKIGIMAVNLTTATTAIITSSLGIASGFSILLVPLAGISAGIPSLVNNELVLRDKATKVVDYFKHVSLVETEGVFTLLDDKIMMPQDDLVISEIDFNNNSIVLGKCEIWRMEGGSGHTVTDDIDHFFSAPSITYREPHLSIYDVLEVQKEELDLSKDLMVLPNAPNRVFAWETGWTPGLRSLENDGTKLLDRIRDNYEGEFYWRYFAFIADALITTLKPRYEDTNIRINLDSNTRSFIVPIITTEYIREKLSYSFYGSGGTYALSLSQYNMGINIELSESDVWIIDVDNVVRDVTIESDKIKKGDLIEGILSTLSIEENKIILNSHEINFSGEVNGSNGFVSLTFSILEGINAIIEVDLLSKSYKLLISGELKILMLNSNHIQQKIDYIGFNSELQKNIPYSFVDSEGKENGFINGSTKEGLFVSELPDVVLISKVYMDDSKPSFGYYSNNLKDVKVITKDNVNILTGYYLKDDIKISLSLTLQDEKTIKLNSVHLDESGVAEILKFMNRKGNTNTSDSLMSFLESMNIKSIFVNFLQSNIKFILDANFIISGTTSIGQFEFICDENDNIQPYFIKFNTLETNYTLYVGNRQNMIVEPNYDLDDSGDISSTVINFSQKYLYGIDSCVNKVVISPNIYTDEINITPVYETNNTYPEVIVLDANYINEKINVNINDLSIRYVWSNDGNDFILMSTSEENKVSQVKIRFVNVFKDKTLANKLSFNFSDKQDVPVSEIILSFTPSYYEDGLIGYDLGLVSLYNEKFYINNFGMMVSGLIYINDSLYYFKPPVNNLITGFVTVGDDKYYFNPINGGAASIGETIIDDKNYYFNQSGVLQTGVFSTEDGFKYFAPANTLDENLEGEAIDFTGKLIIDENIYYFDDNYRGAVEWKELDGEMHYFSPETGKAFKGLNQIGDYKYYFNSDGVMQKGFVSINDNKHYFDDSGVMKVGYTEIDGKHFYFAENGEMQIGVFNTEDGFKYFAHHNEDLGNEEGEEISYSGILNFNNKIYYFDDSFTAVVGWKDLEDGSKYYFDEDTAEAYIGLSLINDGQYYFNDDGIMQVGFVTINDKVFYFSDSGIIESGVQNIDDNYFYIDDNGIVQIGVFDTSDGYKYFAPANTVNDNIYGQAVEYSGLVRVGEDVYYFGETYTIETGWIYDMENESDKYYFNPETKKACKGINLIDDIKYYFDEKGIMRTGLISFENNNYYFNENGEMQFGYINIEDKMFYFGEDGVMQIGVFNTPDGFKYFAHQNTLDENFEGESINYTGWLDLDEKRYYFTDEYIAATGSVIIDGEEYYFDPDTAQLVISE
PfHsp40 rescue – rescue of yeast from PfHsp40 toxicity, primary screen, S. cerevisiae, ATP luminescence; S. cerevisiae expressing PfHsp40, growth rescue; growth rescue, % at 12.5 µM; 340,000 compounds, 0.68% hits; AID 504582, 2011; in the data active = growth rescue above about 28%, passing the limit was not always enough;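 also: yeast W303a lacking pdr1 and pdr3 grown in galactose medium; growth measured after three days at 30 °C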
BH1578 lux ind – inducers of Vibrio cholerae quorum light production without autoinducers, primary screen, BH1578 luxS cqsA deficient, single point; V. cholerae BH1578 lux reporter, luminescence, 6 h; activation, % at 18.7 µM; 350,000 compounds, 0.16% hits; in the data active = activation mostly above about 9.7%, no sharp cut-off; also: not every result past the cut was called active; inactives centre near 0; reference of the scale not given here
Y pestis TopoI – Yersinia pestis topoisomerase I inhibitors, primary screen, biochemical, cleavage product accumulation, plate reader, single point | 360,000 compounds, 0.064% hits | Y. pestis Topo-I cleavage product accumulation | DNA topoisomerase I (Yersinia pestis CO92) | AID 504884, 2011 | activity, % at 10 µM; in the data active = activity above about 50%, passing the limit was not always enough; also: inactives centre near 2
Mtb FBA inh – Mtb FBA enzyme inhibitors, primary screen, biochemical, fluorescence, strain H37Rv; AID 588726, 2011; inhibition, % at 1 µM; Fructose-bisphosphate aldolase (Mycobacterium tuberculosis (strain ATCC 25618 / H37Rv)), …; 360,000 compounds, 2.3% hits; purified M. tuberculosis FBA, fluorescence read-out; in the data active = inhibition above about 27%;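 also: 0% = vehicle and 100% = reference inhibitor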
UGM FP inh – M. tuberculosis UGM enzyme inhibitors, primary screen, biochemical, fluorescence polarization, single point; inhibition, % at 10 µM; UDP-galactopyranose mutase (Mycobacterium tuberculosis (strain ATCC 25618 / H37Rv)), …; 320,000 compounds, 0.06% hits; purified UGM, fluorescence polarization probe displacement; in the data active = inhibition above about 10%, passing the limit was not always enough
FadD28 binding – inhibitors of FadD28 bisubstrate probe binding, primary screen, biochemical, fluorescence polarization, single point | Mycobacterium tuberculosis FadD28 fatty-acid-AMP ligase | inhibition, % at 12.5 µM | 360,000 compounds, 0.22% hits | AID 588549, 2011; in the data active = inhibition above about 8.5%, passing the limit was not always enough
* = called active by the depositor; & = joins results of further samples.

`COc1ccccc1-c1nnc(C2CCN(S(=O)(=O)c3ccc([N+](=O)[O-])cc3)CC2)o1` gave GDH-TPI inh 11, Mtb BioA inh -1.9, TcdB inh 2.6, PfHsp40 rescue -0.9, BH1578 lux ind -0.4, Y pestis TopoI 24, Mtb FBA inh 5, UGM FP inh 1.0 and FadD28 binding 0.3.
`CCOc1ccc2nc(NCCNC(=O)CC)c(C#N)cc2c1` gave GDH-TPI inh -2, Mtb BioA inh -1.2, PfHsp40 rescue 0.7, BH1578 lux ind 1.9, Y pestis TopoI -3, Mtb FBA inh 43*, UGM FP inh -2.0 and FadD28 binding -2.1.
For Cc1noc(C(=O)N2CCN(c3ccccc3)CC2)c1Cl the results were GDH-TPI inh -12, Mtb BioA inh 5.6, TcdB inh 1.6, PfHsp40 rescue -1.1, BH1578 lux ind 0.0, Y pestis TopoI 0, Mtb FBA inh 1, UGM FP inh -1.3 and FadD28 binding -2.7.
Screening Cc1ccc(O)c(-c2cc(C(F)(F)C(F)F)[nH]n2)c1 returned GDH-TPI inh 10, Mtb BioA inh 5.6, PfHsp40 rescue 0.6, BH1578 lux ind inactive, Y pestis TopoI -7, Mtb FBA inh -1, UGM FP inh 4.8 and FadD28 binding -7.0.
COc1ccc(NC(=O)CC2C(=O)N(c3ccc(OC)cc3)C(=O)N2C(C)C)cc1 (stereo not drawn) was read as GDH-TPI inh -5, Mtb BioA inh 1.2, PfHsp40 rescue -0.5, BH1578 lux ind -0.4, Y pestis TopoI -4, Mtb FBA inh 2, UGM FP inh 0.8 and FadD28 binding -2.8.
Screening Cc1ccn2c(NC(=O)c3ccccc3)c(-c3cccs3)nc2c1 returned GDH-TPI inh 8, Mtb BioA inh -0.7, PfHsp40 rescue -1.2, BH1578 lux ind -0.7, Y pestis TopoI 2, Mtb FBA inh 0, UGM FP inh 0.7 and FadD28 binding 0.8.
For CC(C)CC(C)NNC(=O)c1cc2ccccc2[nH]1 (stereo not drawn) the results were GDH-TPI inh 1, PfHsp40 rescue -1.3, BH1578 lux ind -0.3, Y pestis TopoI 11, Mtb FBA inh 0, UGM FP inh 1.6 and FadD28 binding -0.3.
Screening c1ccc2c(c1)NC1(CCCC1)n1c-2nc2ccccc21 returned GDH-TPI inh 11, Mtb BioA inh -0.4, TcdB inh 2.4, PfHsp40 rescue 2.1, BH1578 lux ind -0.4, Y pestis TopoI -2, Mtb FBA inh active, UGM FP inh 0.7 and FadD28 binding 0.2.
`CCCCn1c(N)c(N(CCOC)C(=O)c2oc3c(Cl)cccc3c2C)c(=O)[nH]c1=O` gave GDH-TPI inh 14, Mtb BioA inh -1.2, TcdB inh -0.3, BH1578 lux ind 2.5, Y pestis TopoI -11, Mtb FBA inh 4 and FadD28 binding -0.7.
Screening COc1cc(C(=O)NNC(=O)COc2ccc(Br)cc2)ccc1OCC(=O)N1CCOCC1 returned GDH-TPI inh -3, Mtb BioA inh -2.5, TcdB inh 2.0, PfHsp40 rescue -0.2, BH1578 lux ind 0.4, Y pestis TopoI 7, Mtb FBA inh -1 and FadD28 binding -0.6.
Screening NC(=O)c1cc2ccccc2o/c1=N/NC(=O)c1ccccc1 returned GDH-TPI inh 8, Mtb BioA inh 0.5, TcdB inh 1.1, PfHsp40 rescue 0.0, BH1578 lux ind inactive, Y pestis TopoI 4, Mtb FBA inh -2, UGM FP inh -0.4 and FadD28 binding -0.5.
For Cc1cccc(-n2c(O)c(C=Nc3ccc(Br)cn3)c(=O)[nH]c2=O)c1 the results were GDH-TPI inh 11, TcdB inh 0.5, PfHsp40 rescue 0.9, BH1578 lux ind -0.3, Y pestis TopoI 14, Mtb FBA inh 1, UGM FP inh 1.6 and FadD28 binding -1.3.
Screening C1CCN(c2nc3nonc3nc2NCC2CCOCC2)CC1 returned GDH-TPI inh 52*, Mtb BioA inh 0.2, TcdB inh 2.1, PfHsp40 rescue 0.1, BH1578 lux ind inactive, Y pestis TopoI 0, Mtb FBA inh 4, UGM FP inh 1.9 and FadD28 binding -1.8.
`CC1CCN(C(=O)CSc2nnc(CNC(=O)c3ccco3)o2)CC1` gave GDH-TPI inh 7, Mtb BioA inh -0.8, PfHsp40 rescue 0.0, BH1578 lux ind 2.1, Y pestis TopoI 6, Mtb FBA inh 0, UGM FP inh 0.2 and FadD28 binding 1.3.
COCCNC(=O)C1CCC(CNS(=O)(=O)c2c(C)cc(C)cc2C)CC1 (stereo not drawn) was read as GDH-TPI inh 5, Mtb BioA inh -2.2, TcdB inh -0.1, BH1578 lux ind -0.5, Y pestis TopoI 3, Mtb FBA inh -1, UGM FP inh 1.1 and FadD28 binding -1.3.
`COc1cc(CCC(=O)OCC(=O)N2CC(=O)Nc3ccccc32)cc(OC)c1OC` gave GDH-TPI inh 11, Mtb BioA inh -1.7, TcdB inh 0.1, PfHsp40 rescue 1.8, BH1578 lux ind 0.8, Y pestis TopoI 4, Mtb FBA inh -3, UGM FP inh 0.7 and FadD28 binding -0.6.
Screening CN(C)C(CNC(=O)c1ccc(-c2ccccc2)cc1)c1ccccc1 (stereo not drawn) returned GDH-TPI inh -2, Mtb BioA inh 3.8, TcdB inh 0.6, PfHsp40 rescue 0.6, BH1578 lux ind -0.5, Y pestis TopoI 8, Mtb FBA inh 2, UGM FP inh -6.3 and FadD28 binding -2.2.
COc1ccc(C(=O)NC2CCN(C(=O)Nc3ccccc3Cl)CC2)cc1 was read as GDH-TPI inh -1, TcdB inh -0.1, PfHsp40 rescue 0.3, BH1578 lux ind -0.4, Y pestis TopoI 7, Mtb FBA inh 2, UGM FP inh -1.8 and FadD28 binding -0.2.
`O=C(Nc1cccc(OC(F)(F)F)c1)c1ccc(-c2cccnc2)c2ccoc12` gave GDH-TPI inh 0, Mtb BioA inh -0.3, TcdB inh 0.8, BH1578 lux ind -0.4, Y pestis TopoI -6, Mtb FBA inh 0 and FadD28 binding 0.5.
Screening COc1cccc(/C=N/NC(=O)c2ccc(=O)n(C)c2)c1O returned GDH-TPI inh 19, Mtb BioA inh -0.4, PfHsp40 rescue -1.5, BH1578 lux ind -0.6, Y pestis TopoI -3, Mtb FBA inh -2, UGM FP inh -4.5 and FadD28 binding -3.3.

Gathered by group, the compounds so far with a furan ring, fused or not
`CCCCn1c(N)c(N(CCOC)C(=O)c2oc3c(Cl)cccc3c2C)c(=O)[nH]c1=O` gave GDH-TPI inh 14, Mtb BioA inh -1.2, TcdB inh -0.3, BH1578 lux ind 2.5, Y pestis TopoI -11, Mtb FBA inh 4 and FadD28 binding -0.7.
`CC1CCN(C(=O)CSc2nnc(CNC(=O)c3ccco3)o2)CC1` gave GDH-TPI inh 7, Mtb BioA inh -0.8, PfHsp40 rescue 0.0, BH1578 lux ind 2.1, Y pestis TopoI 6, Mtb FBA inh 0, UGM FP inh 0.2 and FadD28 binding 1.3.
`O=C(Nc1cccc(OC(F)(F)F)c1)c1ccc(-c2cccnc2)c2ccoc12` gave GDH-TPI inh 0, Mtb BioA inh -0.3, TcdB inh 0.8, BH1578 lux ind -0.4, Y pestis TopoI -6, Mtb FBA inh 0 and FadD28 binding 0.5.

(continued)
Screening CCCC(=O)Nc1cc(C(=O)O)ccc1Sc1ccccc1 returned GDH-TPI inh -4, TcdB inh -0.9, PfHsp40 rescue 0.1, BH1578 lux ind -0.4, Y pestis TopoI 8, Mtb FBA inh 2, UGM FP inh 2.3 and FadD28 binding 0.9.
`CCOC(=O)c1[nH]c2ccc(C)cc2c1NC(=O)CN1CCCCC1` gave GDH-TPI inh 15, Mtb BioA inh -0.5, PfHsp40 rescue -0.7, BH1578 lux ind -7.2, Y pestis TopoI 0, Mtb FBA inh 21, UGM FP inh 4.1 and FadD28 binding -0.9.
CCN(CC)C(=O)c1cccc(-c2csc(C(C)(O)c3ccc(F)c(F)c3)n2)c1 (stereo not drawn) was read as GDH-TPI inh 8, Mtb BioA inh -2.2, BH1578 lux ind -1.2, Y pestis TopoI -3, Mtb FBA inh 3 and FadD28 binding -4.0.
`COCCCN1C(=O)C(=O)/C(=C(/O)c2ccc3c(c2)CC(C)O3)C1c1cccnc1` (stereo not drawn) gave GDH-TPI inh 14, Mtb BioA inh 0.0&-3.9, PfHsp40 rescue -1.0, BH1578 lux ind -4.3, Y pestis TopoI -1, Mtb FBA inh 1, UGM FP inh 0.8 and FadD28 binding 0.2.
Cc1ccc(S(=O)(=O)N2CCN(S(=O)(=O)c3ccccc3)C2)cc1 was read as GDH-TPI inh 15, Mtb BioA inh -0.5, PfHsp40 rescue -0.9, BH1578 lux ind inactive, Y pestis TopoI -8, Mtb FBA inh 3 and FadD28 binding -2.8.
CCCN(CCC)C(=O)COc1cc(=O)n(CC)c2ccccc12 was read as GDH-TPI inh 11, Mtb BioA inh -0.5, TcdB inh 1.2, PfHsp40 rescue 1.1, BH1578 lux ind -0.2, Y pestis TopoI 4, Mtb FBA inh -1, UGM FP inh 0.2 and FadD28 binding -3.4.
Cc1ccc(CNC(=O)C2CC3Cn4c(nc5cc6ccccc6cc54)C3N2C)o1 (stereo not drawn) was read as GDH-TPI inh 4, Mtb BioA inh 0.2, TcdB inh -3.1, PfHsp40 rescue 4.2, BH1578 lux ind 0.9, Y pestis TopoI 20, Mtb FBA inh 3, UGM FP inh -1.2 and FadD28 binding -5.0.
Screening Cc1ccc(C)c(NC(=O)C2COc3ccccc3O2)c1 (stereo not drawn) returned GDH-TPI inh 13, Mtb BioA inh -1.3, TcdB inh 0.7, PfHsp40 rescue 0.7, BH1578 lux ind inactive, Y pestis TopoI 14, Mtb FBA inh 1, UGM FP inh 0.9 and FadD28 binding -0.2.
`CC(=O)c1ccc(OC2(C)CCN(Cc3ccc4c(c3)OCCO4)C2)cc1` (stereo not drawn) gave GDH-TPI inh 6, Mtb BioA inh 5.1, TcdB inh 1.7, BH1578 lux ind -3.0, Y pestis TopoI 17, Mtb FBA inh 1 and FadD28 binding -1.5.
c1ccc(-c2cccs2)nc1 was read as GDH-TPI inh 3, TcdB inh -0.4, PfHsp40 rescue -0.9, BH1578 lux ind -1.4, Y pestis TopoI 4, Mtb FBA inh 0, UGM FP inh 2.5 and FadD28 binding -0.5.
`COc1cccc(/C=C/C(=O)OCC(=O)NC(=O)NC2CCCCC2)c1` gave GDH-TPI inh 8, Mtb BioA inh 5.1, TcdB inh -0.5, PfHsp40 rescue 3.2, BH1578 lux ind inactive, Y pestis TopoI 27, Mtb FBA inh 14, UGM FP inh -0.1 and FadD28 binding -2.4.
`O=c1[nH]c(O)c(N=Nc2ccc(SC(F)F)cc2)c(=O)[nH]1` gave GDH-TPI inh 26, Mtb BioA inh -2.2, TcdB inh 0.8, PfHsp40 rescue -1.2, BH1578 lux ind inactive, Y pestis TopoI 3, Mtb FBA inh -6, UGM FP inh -1.2 and FadD28 binding -2.3.
CCOc1ccc(-c2csc3nc[nH]c(=O)c23)cc1 was read as GDH-TPI inh 6, Mtb BioA inh 0.4, TcdB inh 0.9, PfHsp40 rescue 1.5, BH1578 lux ind -0.4, Y pestis TopoI 0, Mtb FBA inh -1, UGM FP inh -0.4 and FadD28 binding 0.6.
Screening COc1cccc(CN(C)CC(=O)Nc2cccc(S(=O)(=O)N(C)c3ccccc3)c2)c1OC returned GDH-TPI inh -8, Mtb BioA inh -0.9, TcdB inh 0.5, PfHsp40 rescue 0.4, BH1578 lux ind -0.7, Y pestis TopoI 15, Mtb FBA inh 0 and FadD28 binding -2.2.
